GDH-TPI counter: inhibits GDH-TPI coupling enzymes, artifact for Mtb FBA screen | GDH-TPI coupled enzyme counterscreen, NADH absorbance | inhibition, % at 4.8 µM | 1.2% of 360,000 active; in the data active means inhibition above about 30%;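 further: 0% = DMSO wells and 100% = wells lacking the enzyme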
SSB-PriA inh: blocks PriA binding to SSB C-terminal tail. AlphaScreen SSBct-PriA binding, biotinylated peptide. inhibition, % at 33 µM. 0.6% of 430,000 active. AID 1272365; in the data active means inhibition mostly above about 37%, no sharp cut-off; inactive means mostly below about 20%;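 further: plate controls were negative control peptide for no effect and reference peptide for full effect; strong numbers were not always called active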
Mtb BioA inh: BioA (M. tuberculosis) enzyme inhibition; inhibition, % at 9.99 µM; 0.096% of 360,000 active; AID 602481; purified M. tuberculosis BioA enzyme, plate reader; in the data active means inhibition above about 40%
Mtb UGM inh: blocks M. tuberculosis UGM enzyme; P9WIQ1; purified UGM, fluorescence polarization probe displacement; inhibition, % at 10 µM; 0.06% of 320,000 active; in the data active means inhibition above about 10%, passing the limit was not always enough
Target sequence (P9WIQ1 whole entry, looked up): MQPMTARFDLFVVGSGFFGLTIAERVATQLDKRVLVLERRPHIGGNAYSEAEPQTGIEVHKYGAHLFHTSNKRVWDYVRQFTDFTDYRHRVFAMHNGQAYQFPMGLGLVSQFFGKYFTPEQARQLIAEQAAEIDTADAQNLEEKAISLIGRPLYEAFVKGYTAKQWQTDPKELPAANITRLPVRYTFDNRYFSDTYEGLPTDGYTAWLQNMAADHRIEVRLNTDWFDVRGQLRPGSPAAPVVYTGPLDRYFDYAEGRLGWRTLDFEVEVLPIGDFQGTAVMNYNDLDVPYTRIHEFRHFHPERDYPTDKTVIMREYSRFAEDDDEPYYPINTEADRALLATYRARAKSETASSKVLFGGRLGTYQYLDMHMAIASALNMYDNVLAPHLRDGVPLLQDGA
VHR inh abs: blocks human VHR1 dual specificity phosphatase; 0.52% of 290,000 active; P51452; recombinant VHR phosphatase, pNPP absorbance; AID 1654; inhibition, % at 13.3 µM; in the data active means inhibition above about 50%; further: some compounds called inactive have numbers as strong as hits
SARS 3CLpro inh: SARS-CoV 3CLpro protease inhibition. P0C6X7. recombinant SARS-CoV 3CLpro, quenched FRET peptide cleavage. inhibition, % at 6 µM. 0.14% of 290,000 active. AID 1706; in the data active means inhibition above about 12%
Vc quorum ag: induces V. cholerae light production without autoinducers; V. cholerae BH1578 lux reporter, luminescence, 6 h; activation, % at 18.7 µM; 0.16% of 350,000 active; AID 588436; in the data active means activation mostly above about 9.7%, no sharp cut-off; further: not every result past the cut was called active; inactives centre near 0; reference of the scale not given here
Mtb FBA inh: inhibitors of M. tuberculosis fructose-bisphosphate aldolase; inhibition, % at 1 µM; P9WQA3; 2.3% of 360,000 active; purified M. tuberculosis FBA, fluorescence read-out; AID 588726; in the data active means inhibition above about 27%;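 further: 0% = vehicle and 100% = reference inhibitor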
Target sequence (P9WQA3 whole entry, looked up): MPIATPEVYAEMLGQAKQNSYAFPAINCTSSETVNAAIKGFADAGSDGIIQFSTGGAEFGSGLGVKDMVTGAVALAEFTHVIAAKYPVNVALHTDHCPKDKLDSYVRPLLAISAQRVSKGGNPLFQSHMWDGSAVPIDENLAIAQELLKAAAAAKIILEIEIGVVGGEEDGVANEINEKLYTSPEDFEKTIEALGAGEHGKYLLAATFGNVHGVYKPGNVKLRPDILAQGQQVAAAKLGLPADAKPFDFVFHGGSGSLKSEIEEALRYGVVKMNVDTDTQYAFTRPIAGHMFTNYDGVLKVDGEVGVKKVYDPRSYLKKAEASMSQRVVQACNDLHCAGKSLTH
Rv3671c protease: inhibits the M. tuberculosis serine protease Rv3671c; AID 2606; P9WHR9; 0.048% of 320,000 active; inhibition, % at 5.96 µM; in the data active means inhibition above about 38%;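 further: extracellular domain of Rv3671c used as enzyme; 0% = enzyme with DMSO and 100% = no enzyme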
MazEF act: increases E. coli MazEF RNase cleavage of RNA; P0AE70; FAM/BHQ RNA-DNA oligo cleavage fluorescence, 5 h; activation, % at 20 µM; 0.32% of 350,000 active; in the data active means activation above about 50%
Target sequence (P0AE70 whole entry, looked up): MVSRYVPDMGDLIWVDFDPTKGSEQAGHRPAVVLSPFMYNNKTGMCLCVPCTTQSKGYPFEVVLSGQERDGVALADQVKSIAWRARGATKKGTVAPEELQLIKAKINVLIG
* = called active by the depositor; i = inactive; / = no result given; & = joins results of further samples. This is a subset. The share of hits here may be higher or lower than overall.

Sequence of screens – MazEF act	Mtb FBA inh	Rv3671c protease	SARS 3CLpro inh	Vc quorum ag	Mtb BioA inh	GDH-TPI counter	SSB-PriA inh	VHR inh abs	Mtb UGM inh
1. COc1ccc(-n2cc(CNCCN3CCOC3=O)c(-c3ccccc3Cl)n2)cc1
    11	0	7	1	i	2.3	3	6	19	-1.8
2. COCCN(C(=O)Cc1ccc(OC)c(OC)c1)c1nc(-c2cc(OC)ccc2OC)cs1
    2	2	/	1	-1.0	-2.5	2	4	-3	-0.8
3. O=C(Cc1n[nH]c(=O)c2ccccc12)OCC(=O)c1ccc2c(c1)OCCO2
    -3	3	-5	2	-0.3	0.1	7	-16	15	0.9
4. O=C(CSc1nnc(SCc2cccc3ccccc23)s1)Nc1ccc(C(=O)O)cc1
    1	-1	-16	3	0.7	/	-2	-4	-2	1.1
5. COc1ccc(Br)cc1C(=O)Nc1ccc(C(=O)O)cc1
    4	-3	-5	1	i	-1.3	-5	-4	5	1.0
6. CCOc1ncccc1C(=O)OCC(=O)N1CCc2ccccc21
    -3	-2	8	0	i	/	4	-14	-17	-3.1
7. Nc1cccnc1S(=O)(=O)c1ccccc1
    0	6	-3	0	-0.6	-0.3	-11	-8	6	2.8
8. Cc1c(C(=N)C(C#N)C#N)c(=N)oc2c1ccc1ccccc12
    16	3	-7	3	-0.7	0.3	2	70*	-1	1.4
9. O=C(O)c1ccc(S(=O)(=O)N2CCC(Cc3ccccc3)CC2)cc1
    0	2	3	2	i	0.1	-5	-13	14	3.8
10. CCn1cc(S(=O)(=O)NC(C)c2cc(OC)ccc2OC)cn1 (centres undefined)
    3	4	5	-1	-9.8	-0.4	-4	-9	10	-3.3
11. CN(C)CCOC1c2ccccc2CCc2ccc3ccccc3c21 (centres undefined)
    14	4	6	/	-0.4	-0.5	-5	4	/	0.6
12. CCC1(c2ccccc2)NC(=O)N(CC(=O)Nc2ccccc2N2CCCCC2)C1=O (centres undefined)
    2	0	-5	-4	i	2.3	-4	1	13	-0.9
13. CCNC1CCS(=O)(=O)C1 (centres undefined)
    3	1	3	-3	i	-0.8	5	12	26	0.2
14. CCN(CCn1cccn1)Cc1c(C(=O)N2CCCCCCC2)nc2ccc(Cl)cn12
    -28	1	2	3	/	/	3	-14	44	-1.7
15. NNc1cc(C(=O)O)ccc1Cl
    0	3	1	0	i	0.0	8	-10	10	2.6

One compound at a time, as listed above. Order of screens: MazEF act | Mtb FBA inh | Rv3671c protease | SARS 3CLpro inh | Vc quorum ag | Mtb BioA inh | GDH-TPI counter | SSB-PriA inh | VHR inh abs | Mtb UGM inh
CCC1(c2ccccc2)NC(=O)N(CC(=O)Nc2ccccc2N2CCCCC2)C1=O (centres undefined) across the screens: 2 | 0 | -5 | -4 | i | 2.3 | -4 | 1 | 13 | -0.9
Nc1cccnc1S(=O)(=O)c1ccccc1 across the screens: 0 | 6 | -3 | 0 | -0.6 | -0.3 | -11 | -8 | 6 | 2.8
CCn1cc(S(=O)(=O)NC(C)c2cc(OC)ccc2OC)cn1 (centres undefined) across the screens: 3 | 4 | 5 | -1 | -9.8 | -0.4 | -4 | -9 | 10 | -3.3

Back to the main list with the three entries that preceded the break.
Sequence of screens – MazEF act	Mtb FBA inh	Rv3671c protease	SARS 3CLpro inh	Vc quorum ag	Mtb BioA inh	GDH-TPI counter	SSB-PriA inh	VHR inh abs	Mtb UGM inh
13. CCNC1CCS(=O)(=O)C1 (centres undefined)
    3	1	3	-3	i	-0.8	5	12	26	0.2
14. CCN(CCn1cccn1)Cc1c(C(=O)N2CCCCCCC2)nc2ccc(Cl)cn12
    -28	1	2	3	/	/	3	-14	44	-1.7
15. NNc1cc(C(=O)O)ccc1Cl
    0	3	1	0	i	0.0	8	-10	10	2.6
16. Cc1ccc(-c2nn(C)c(=O)c3ccccc23)cc1S(=O)(=O)N1CCOCC1
    -3	-1	-7	-1	0.7	/	-1	-14	9	2.2
17. COCCNC(=O)c1c[nH]n2c(=O)cc(C3CCN(C(=O)OC(C)(C)C)CC3)nc12
    1	17	-7	4	-0.3	-0.7	8	1	38	1.4
18. COC(=O)Nc1nc2ccccc2[nH]1
    7	-2	/	/	i	/	6	-8	/	/
19. c1csc(CSc2nc3ccccc3s2)c1
    -5	0	0	-1	i	/	7	-131	27	0.2
20. CC(Oc1ccccc1)C(=O)N1CCN(c2ccc(N3CCCCCC3)nn2)CC1 (centres undefined)
    6	16	-4	/	-0.7	2.0	10	-5	/	-3.6
21. O=C1/C(=C/c2cccc(O)c2)SC(=S)N1CC1CCCO1 (centres undefined)
    10	-1	-3	5	-0.3	-1.1	20	-6	21	-2.2
22. O=C(Nc1ccc(Br)cc1)N1CCCCCCC1
    -1	1	5	-5	2.8	-2.5	10	-12	15	0.3
23. CC(Nc1nc(N2CCOCC2)nc2ccccc12)c1ccccc1 (centres undefined)
    6	50*	2	2	-0.3	/	10	-2	14	0.8
24. Cc1ccc(S(=O)(=O)N2CCN(Cc3ccco3)CC2)cc1C
    3	0	3	2	-1.7	-0.5	7	-1	44	-0.1
25. O=C(NCC1CCCO1)c1cccc(Oc2ccc([N+](=O)[O-])cc2Cl)c1 (centres undefined)
    -25	-6	5	1	-0.3	/	3	19	6	0.7
26. O=C(CN(Cc1ccco1)C(=O)CCC(=O)Nc1ccccn1)NCCc1ccccc1
    2	-2	2	2	i	-1.8	-7	-9	10	3.2
27. Clc1ccc(SCCCN2CCCCC2)cc1
    -3	1	9	2	i	-1.3	6	-12	16	0.5
28. COc1cc(Cl)ccc1OCc1cc(C(=O)N2C[C@@H]3CCC[C@H]2C3)no1
    1	0	0	-1	-0.7	2.2	5	-12	2	2.2
29. COc1cccc(C=O)c1OCCN1C(=O)c2ccccc2C1=O
    6	-1	/	4	i	65*	11	-3	17	-0.7
30. Cc1ccc(-n2cccn2)c(CN2CCCC(CNC(=O)c3ccc(F)cc3)C2)c1 (centres undefined)
    11	-1	1	3	-4.5	-1.1	-1	-3	44	-2.1
31. N#CCC(=O)Nc1ccc(C(=O)Nc2cccc(S(=O)(=O)N3CCCC3)c2)cc1
    -1	0	/	/	-1.1	1.2	6	/	/	/
32. Clc1ccccc1NN=Cc1ccccn1
    6	-1	/	/	i	-1.1	47*	/	/	/
33. CCN(CC)c1ccc(NC(=O)Nc2cccc3ccccc23)cc1
    2	3	7	-1	i	0.1	1	7	3	3.3
34. Cc1cc(C(F)F)nn1CC(=O)NC1CCCC1
    8	1	3	-1	-0.3	-1.1	-3	-13	24	-0.2
35. CN(CC(=O)Nc1cccc(F)c1)C(=O)CCCc1nc2ccccc2c(=O)[nH]1
    8	1	5	/	12	/	-6	-2	/	/
36. CN(c1ccccc1)S(=O)(=O)c1cccc(NC(=O)CSc2n[nH]c(N)n2)c1
    6	5	-9	1	i	-2.1	7	14	5	1.7
37. CCn1c(SCC(=O)Nc2ccccc2F)nc2c(c1=O)SC(C)C2 (centres undefined)
    9	0	1	0	i	20	21	6	9	-2.6
38. COc1ccc(C)cc1S(=O)(=O)N(CC(=O)Nc1cccc([N+](=O)[O-])c1)c1ccccc1
    -2	-3	-31	3	-0.2	/	-5	-9	7	1.8
39. COc1ccc(/C=C/C(=O)NNC(=O)c2ccncc2)c(OC)c1
    1	-1	-8	/	i	-0.1	16	-7	/	-2.5
40. CC1CCc2c(C(=O)NCc3ccccn3)csc2C1 (centres undefined)
    -2	1	-2	-1	-6.8	/	11	-6	5	5.5
41. Cc1cc(N2C(=O)C(=O)/C(=C(/O)c3ccccc3)C2c2cccc(Br)c2)no1 (centres undefined)
    5	1	3	/	-0.2	-0.8	2	/	/	1.3
42. O=C(O)c1ccccc1-c1ncc(-c2ccccc2)o1
    1	123*	-1	/	-0.3	-0.9	18	-3	/	3.0
43. Cc1ccc(S(=O)(=O)NNC(=O)CCC(=O)Nc2ccc(C)c(C)c2)cc1
    -1	5	-9	4	8.0	0.8	-6	-20	5	-3.5
44. O=C(Nc1cc(Cl)ccn1)C1CCN(S(=O)(=O)c2cccs2)CC1
    0	0	-5	3	4.2	1.2	3	4	24	-2.7
45. Cc1ccccc1Cc1c(C)nc2nc(SCC(=O)NCCCN3CCCC3)nn2c1C
    26	2	-1	-2	-0.3	7.2	-1	5	16	-0.3
46. CC(C)(C)c1ccc(C(=O)Nc2ccc(O)c3c(=O)cc(-c4ccccc4Cl)oc23)cc1
    -5	3	-3	/	i	-1.9	-3	7	26	2.5
47. CCOc1ccc2nc(C)cc(Nc3cccc([N+](=O)[O-])c3)c2c1
    15	-2	-2	-1	-3.3	/	10	-1	8	-0.5
48. COc1ccc(NC(=O)N(C)C[C@H]2Oc3cc(Br)ccc3S(=O)(=O)N([C@H](C)CO)C[C@@H]2C)cc1
    -1	-6	/	/	-0.1	0.1&0.9	15	/	/	/
49. CCC1CN(C(=O)NCc2cccc(OC)c2)c2cc(Cl)ccc2O1 (centres undefined)
    1	-2	/	5	i	-1.2	3	-6	-38	-4.7
50. CCC(=O)Nc1ccc(NC(=O)CCc2ccccc2)cn1
    7	2	0	1	i	-0.1	5	-10	6	-0.3
51. COc1cccc(NC(=O)CN(C)C(=O)c2cccnc2Nc2cccc(C(F)(F)F)c2)c1
    4	-3	-58	/	-2.1	-1.9	-2	-4	/	3.8
52. CCOC(=O)Nc1nnc(-c2ccccc2OC)s1
    6	42*	-7	-1	-0.6	-0.5	11	-21	0	0.1
53. COc1ccc(C)cc1S(=O)(=O)N1CCN(C(=O)c2ncoc2-c2cccc(C)c2)CC1
    -1	-9	0	3	-2.2	3.9	-12	-11	30	1.0
54. COc1ccccc1C(CNC(=O)c1ccc(S(=O)(=O)N2CCCCC2)cc1)N(C)C (centres undefined)
    6	1	-2	/	-2.1	1.3	1	-7	/	0.2
55. CNC(=O)NC(=O)CSc1nc2ccccc2n1CCOC
    2	0	-4	2	-0.1	-0.8	5	4	8	-0.9
56. COc1ccccc1CNS(=O)(=O)c1ccc(-c2cc(C)no2)cc1
    7	-2	-7	-4	0.0	-0.1	-1	0	-5	-2.8
57. CN1CCc2nc(SCc3cccc(Br)c3)c(C#N)cc2C1
    -2	3	1	3	-0.3	/	12	-2	-11	-1.3
58. CSc1ccc(/C=C(/NC(=O)c2ccco2)C(=O)NCc2ccco2)cc1
    7	1	/	0	i	-1.6	41*	-3	30	-0.7

As entered above:
GDH-TPI counter result of compound 53 → -12
Mtb UGM inh result of compound 57 → -1.3
VHR inh abs result of compound 46 → 26
Mtb FBA inh result of compound 49 → -2
Mtb UGM inh result of compound 50 → -0.3
Mtb BioA inh result of compound 54 → 1.3
MazEF act result of compound 55 → 2
